IDE inh: inhibitors of human insulin-degrading enzyme in cells. P14735. HEK cells, FAbetaB cleavage, fluorescence polarization. AID 434962. 0.41% of 320,000 active. inhibition, % at 5.59 µM;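 active = percent inhibition above the average of all tested compounds plus 3 SD, set per screening campaign, cut at about 16% in these data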;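 note: IDE supplied by intact live HEK cells; FP after avidin binding of uncleaved biotin substrate so inhibition keeps polarization high; 0% = DMSO wells and 100% = 60 µM reference IDE inhibitor Ii1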
Target sequence (P14735 whole entry, looked up): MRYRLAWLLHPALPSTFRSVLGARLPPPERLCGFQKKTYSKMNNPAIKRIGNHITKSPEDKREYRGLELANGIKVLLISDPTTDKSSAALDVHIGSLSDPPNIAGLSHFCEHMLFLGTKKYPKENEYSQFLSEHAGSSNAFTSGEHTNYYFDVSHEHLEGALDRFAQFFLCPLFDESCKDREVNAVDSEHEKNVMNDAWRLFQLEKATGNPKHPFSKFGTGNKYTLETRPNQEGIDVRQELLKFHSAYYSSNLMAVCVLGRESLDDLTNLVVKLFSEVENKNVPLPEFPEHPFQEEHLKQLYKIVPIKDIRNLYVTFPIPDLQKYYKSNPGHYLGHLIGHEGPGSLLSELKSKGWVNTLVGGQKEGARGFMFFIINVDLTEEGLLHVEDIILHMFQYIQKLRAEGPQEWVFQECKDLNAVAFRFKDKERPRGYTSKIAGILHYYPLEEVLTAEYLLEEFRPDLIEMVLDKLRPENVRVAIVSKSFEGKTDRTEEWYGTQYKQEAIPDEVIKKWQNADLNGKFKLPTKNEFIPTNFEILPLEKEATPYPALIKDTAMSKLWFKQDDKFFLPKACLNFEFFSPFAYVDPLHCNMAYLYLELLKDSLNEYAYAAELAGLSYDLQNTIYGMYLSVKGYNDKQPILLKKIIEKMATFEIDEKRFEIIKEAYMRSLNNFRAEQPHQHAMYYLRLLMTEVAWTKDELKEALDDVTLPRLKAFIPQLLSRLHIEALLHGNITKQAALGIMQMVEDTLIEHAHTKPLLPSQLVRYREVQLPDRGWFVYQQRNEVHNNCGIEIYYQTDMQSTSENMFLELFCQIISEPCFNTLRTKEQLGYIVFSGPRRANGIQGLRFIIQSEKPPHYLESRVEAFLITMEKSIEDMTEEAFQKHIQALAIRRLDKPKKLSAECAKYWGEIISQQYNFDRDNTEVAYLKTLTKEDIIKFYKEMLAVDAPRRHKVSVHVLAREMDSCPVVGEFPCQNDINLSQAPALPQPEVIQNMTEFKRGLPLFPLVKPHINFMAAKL
PfM18AAP inh: PfM18AAP enzyme inhibition. recombinant PfM18AAP, H-Glu-NHMec fluorogenic cleavage. inhibition, % at 7.35 µM. 1.2% of 290,000 active;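 active = inhibition above the campaign mean inhibition over all tested compounds plus 3 SD, cut at about 28% in these data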;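 note: 0% = plate median of test compound wells and 100% = 2 mM ZnCl2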
IDE cell activ: boosts human insulin-degrading enzyme activity in HEK cells | activation, % at 5.96 µM | P14735 | FAbeta-B cleavage, fluorescence polarization; 0% vehicle, 100% cell-free pure enzyme wells | 0.073% of 340,000 active;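 active = activation above the mean of all tested compounds plus 3 SD, set per screening campaign, cut at about 17% in these data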
NALP1 inh: NALP1 inhibition; S. cerevisiae NALP1/ASC/caspase-1 growth, X-gal OD620, 72 h; inhibition, % at 10 µM; 0.61% of 280,000 active; AID 2071; in the data active = inhibition mostly above about 24%, no sharp cut-off; inactive = mostly below about 32%; note: some compounds called inactive have numbers as strong as hits
MEKK2mut PB1 HTS: signal of MEK5 binding to mutant human MEKK2 PB1 domain; bead flow cytometry, Alexa488-MEK5 binding to MEKK2 mutant; AID 1530; 0.35% of 290,000 active; percent response, % at 10 µM; in the data active = percent response above about 24%, passing the limit was not always enough; note: inactives centre near 1; some results filed as inactive read as strong as hits; reference of the scale not given here
MEKK3 PB1 HTS: MEKK3-MEK5 PB1 interaction, increase or decrease. Q99759. bead-based flow cytometry, Alexa488-MEK5 binding to MEKK3; actives lie on both sides; 0 = blocked by unlabeled MEK5, 100 = vehicle. binding response (% of control), % at 10 µM. 1.4% of 290,000 active. AID 1529;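 active = binding response more than 3 SD above or below the average of its plate-row segment, actives on both sides; inconclusive = wells at one plate position flagged as instrument error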;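 note: Alexa488 bead fluorescence after subtracting the streptavidin-only scavenger bead signal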
SUMO HTRF inh: inhibitors of human SUMOylation (UBC9) | P63279 | HTRF SUMOylation assay, SAE1/SAE2 + UBC9, in vitro | inhibition, % at 35 µM | 0.36% of 290,000 active | AID 2006; in the data active = inhibition above about 50%, passing the limit was not always enough; inconclusive = no clear call, values can overlap the other calls; note: strong numbers were not always called active
MEKK2 WT-MEK5: raises or lowers MEK5 binding to wildtype human MEKK2 PB1 domain | 1.1% of 290,000 active | binding response (% of control), % at 10 µM | bead flow cytometry, Alexa488-MEK5 binding to MEKK2 WT; actives lie on both sides; in the data active = binding response below about 67% or above about 130%; inconclusive = no clear call, values can overlap the other calls; inactive = in between
p-CIP stab down: p/CIP protein destabilization; F442A p/CIP-EGFP cells, EGFP fluorescence, 16 h; decrease of EGFP signal, % at 10 µM; 0.01% of 290,000 active; AID 1984;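 active = EGFP signal decrease of at least 30% at 10 µM or well 3 SD below plate mean, unless failing retest; inactive = the rest, including hits failing retest or dose response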; note: some compounds called inactive have numbers as strong as hits; many of its hits are not listed in these tables
* hit, by the source's call; ? = inconclusive; nt = not tested or not shown. Not all compounds are listed, so the mix of outcomes need not match the whole.

SMILES	IDE inh	PfM18AAP inh	IDE cell activ	NALP1 inh	MEKK2mut PB1 HTS	MEKK3 PB1 HTS	SUMO HTRF inh	MEKK2 WT-MEK5	p-CIP stab down
N#CC(CCN1CCOCC1)(c1ccccc1)c1ccccc1	1	-17	6	12	0	104	10	106	-12
COc1ccc(OC)c(CC(=O)O)c1	-6	3	3	9	2	102	-17	102	4
C/C=C1/CN2[C@@H]3C4CO[C@@H]3c3c([nH]c5cc(OC)ccc35)[C@@H]2CC14 (stereo partly specified)	-5	nt	1	nt	7	112	nt	115	nt
COc1ccccc1-n1c(O)c(C=NCCCn2ccnc2)c(=O)[nH]c1=O	2	-1	-1	8	5	106	8	106	-9
Cc1nc2ccc(Cl)cn2c1P(=S)(N1CCOCC1)N1CCOCC1	-5	7	0	10	0	96	16	97	-8
CCCC(=O)Nc1ccc(N2CCN(CC)CC2)c(Cl)c1	2	-3	4	24	2	102	18	105	-12
O=c1[nH]c(=O)n(-c2cccc(F)c2)c(O)c1/C=C1\C=Nc2ccccc21	2	34*	-8	17	6	105	14	101	-8
O=[P+](Cc1ccccc1)Cc1ccccc1	1	1	1	2	-6	97	-5	97	2
CCCOC(=O)Nc1ccc([As](=O)(O)O)cc1NC(=O)OCCC	-3	-3	0	22	1	99	23	98	8
CC[N+](CC)(CC)CC	6	nt	3	-2	4	104	-7	108	6
N[C@@H](Cc1c[nH]c2ccccc12)c1nnc(SCc2c(F)cccc2Cl)o1	2	-33	1	7	11	105	-17	108	-2
O=[N+]([O-])c1cc(F)c(N2CCCC2)cc1Br	-6	6	6	1	-6	103	4	97	-6
c1ccc2c(c1)Sc1ccccc1N2CC1CN2CCC1CC2 (stereo unspecified)	2	3	4	24	6	95	8	108	3
C/C(=C/C=C/[C@@H](C)C(=O)O)[C@H]1CN[C@H](C(=O)O)[C@H]1CC(=O)O	4	-8	0	19	1	106	25	107	35
O=C(NC(=O)N1CCC2(CC1)OCCO2)c1ccc(Cl)cc1	4	0	6	-21	3	101	7	101	-4
Cc1ccc(NC(=O)c2cn(CCC#N)nc2-c2ccc3c(c2)OCCO3)c([N+](=O)[O-])c1	3	-1	5	25	-2	92	7	88	-13
Cc1cccc(-c2nc3ccc(C(=O)N4CCC5(CC4)OCCO5)cc3nc2-c2cccc(C)c2)c1	-12	4	12	9	-3	101	-23	92	14
C[N+]12CCC(CC1)C(=C(c1ccccc1)c1ccccc1)C2	6	-3	2	11	1	100	-18	103	-6
CC/C(=N\Nc1ccccc1)c1c(O)n(C)c(=O)n(C)c1=O	2	8	3	21	7	98	0	91	3
CCCc1[nH]nc2c1C1(C(=O)N(Cc3ccccc3)c3ccccc31)C(C(=O)OC)=C(N)O2 (stereo unspecified)	-1	7	1	-7	-2	103	-11	95	-12
CC(=O)c1ccc2c(c1)C1C(Cl)C(Sc3ccccc3[N+](=O)[O-])CC1C(C(=O)O)N2 (stereo unspecified)	7	-12	-4	24	-1	95	63	94	4
COc1ccc(N=C2SCCCN2C)cc1	-1	-11	0	-62	3	107	7	97	-14
CN(C)C(=O)Oc1ccc2nnc3ccnn3c2c1	1	8	4	8	16	107	27	108	-10
Cc1cc(O)c(CN2CCN(c3ccccc3)CC2)cc1C	8	-4	3	13	3	103	13	105	-5
Cc1nc2nc(C)c(CCC(=O)N3CCC4(CC3)OCCO4)c(C)n2n1	0	0	6	-8	1	92	18	93	-26

Three structures already listed, arranged by molecular weight, largest number first:
SMILES	IDE inh	PfM18AAP inh	IDE cell activ	NALP1 inh	MEKK2mut PB1 HTS	MEKK3 PB1 HTS	SUMO HTRF inh	MEKK2 WT-MEK5	p-CIP stab down
Cc1cccc(-c2nc3ccc(C(=O)N4CCC5(CC4)OCCO5)cc3nc2-c2cccc(C)c2)c1	-12	4	12	9	-3	101	-23	92	14
C/C=C1/CN2[C@@H]3C4CO[C@@H]3c3c([nH]c5cc(OC)ccc35)[C@@H]2CC14 (stereo partly specified)	-5	nt	1	nt	7	112	nt	115	nt
C[N+]12CCC(CC1)C(=C(c1ccccc1)c1ccccc1)C2	6	-3	2	11	1	100	-18	103	-6

Another view of some results above.
SMILES,IDE inh,PfM18AAP inh,IDE cell activ,NALP1 inh,MEKK2mut PB1 HTS,MEKK3 PB1 HTS,SUMO HTRF inh,MEKK2 WT-MEK5,p-CIP stab down
C[N+]12CCC(CC1)C(=C(c1ccccc1)c1ccccc1)C2,6,-3,2,11,1,100,-18,103,-6
CC/C(=N\Nc1ccccc1)c1c(O)n(C)c(=O)n(C)c1=O,2,8,3,21,7,98,0,91,3
CCCc1[nH]nc2c1C1(C(=O)N(Cc3ccccc3)c3ccccc31)C(C(=O)OC)=C(N)O2 (stereo unspecified),-1,7,1,-7,-2,103,-11,95,-12

Random excerpt: two compounds from above.
SMILES	IDE inh	PfM18AAP inh	IDE cell activ	NALP1 inh	MEKK2mut PB1 HTS	MEKK3 PB1 HTS	SUMO HTRF inh	MEKK2 WT-MEK5	p-CIP stab down
CN(C)C(=O)Oc1ccc2nnc3ccnn3c2c1	1	8	4	8	16	107	27	108	-10
CCCc1[nH]nc2c1C1(C(=O)N(Cc3ccccc3)c3ccccc31)C(C(=O)OC)=C(N)O2 (stereo unspecified)	-1	7	1	-7	-2	103	-11	95	-12

Remaining list, next part.
SMILES	IDE inh	PfM18AAP inh	IDE cell activ	NALP1 inh	MEKK2mut PB1 HTS	MEKK3 PB1 HTS	SUMO HTRF inh	MEKK2 WT-MEK5	p-CIP stab down
O=C(Nc1ccc(Cl)cc1C(=O)c1ccccc1)c1ccc(Br)o1	1	-8	8	19	9	102	2	106	0
COCCNP(=O)(c1ccccc1)c1nc2ccccc2s1 (stereo unspecified)	7	7	nt	1	nt	nt	-4	nt	-10
CCc1cc(=O)oc2cc(OCC(=O)N3C[C@H]4C[C@@H](C3)c3cccc(=O)n3C4)ccc12	-5	3	-1	-17	3	97	17	101	5
Cc1ccc(N2C(=O)NC(=O)C3(Cc4ccccc4N4CCCC43)C2=O)cc1 (stereo unspecified)	1	7	2	-45	-4	98	8	93	-2
FC(F)(F)c1ccc2c(c1)nnn2C1CCN(Cc2nnnn2Cc2ccccc2)CC1	3	-2	1	26	4	110	-6	108	-4
COc1cc2c(cc1OC)C(C(=O)N1CCC3(CC1)OCCO3)C(c1ccccc1F)N(C)C2=O (stereo unspecified)	-1	4	4	4	1	95	10	96	-1
Cc1cc(C)cc(N2C(=O)NC(=O)/C(=C\c3cccn3-c3ccccc3)C2=O)c1	6	5	0	9	0	124	12	104	-10
CCN(C(C)=O)c1cccc(-c2ccnc3c(C#N)cnn23)c1	nt	-2	nt	-2	3	104	?	103	-13
O=C1NC(=O)N(CCC2=CCCCC2)C(=O)/C1=C/c1ccc(O)cc1	2	4	-1	32	4	108	-1	107	6
O=C(CF)NC(Nc1cccc2cccnc12)C(Cl)(Cl)Cl (stereo unspecified)	5	-8	0	36	-2	97	14	97	-15
CN1CCN(C(=O)COc2ccc(Oc3ccccc3)cc2)CC1	5	-5	3	13	-1	101	11	101	3
Clc1ccccc1CN1CCN(c2cccc3[nH]ccc23)CC1	-5	6	nt	-11	-2	102	-2	103	-11
c1cc2c(cc1CCNC1CCCCCC1)OCO2	-5	6	-1	-2	5	94	14	107	4
CCC(C)C12CN3CCN(CC(C)(C3)C1O)C2 (stereo unspecified)	1	-1	1	27	-1	103	9	102	-1
CC(Cc1ccccc1Sc1ccccc1)N(C)C (stereo unspecified)	-1	-6	4	47	3	101	3	106	-14
Cc1ccc(/C=C2/C(=O)NC(=O)N(CCc3ccc(F)cc3)C2=O)o1	5	-2	0	-18	4	104	3	104	-9
O=c1[nH]c(=O)n(CCc2ccc(F)cc2)c(O)c1C=NCCCn1ccnc1	3	-16	6	9	1	103	-13	101	1
Cc1nc2ccccc2c(=O)n1-c1ccc(Cl)cc1[N+](=O)[O-]	0	1	2	19	-2	101	25	99	-14
COc1ccc(CCNCC2CCCO2)cc1 (stereo unspecified)	2	-4	3	11	2	102	8	103	11
CCc1ccc(-n2c(O)c(/C=N/N3CCCCC3c3cccnc3)c(=O)[nH]c2=O)cc1 (stereo unspecified)	-2	-3	2	30	-1	113	2	97	1
CCOc1cc2c(cc1OCC)-n1cccc1C(c1cccc(F)c1F)NC2 (stereo unspecified)	-2	-6	3	-8	8	106	-8	115	-16
CC(=O)N1CN2CN(C1)CN(C(C)=O)C2	8	-10	5	11	-3	96	14	95	0
O=c1[nH]c(=O)n(Cc2ccccc2)c(O)c1/C=N/NCCO	16*	4	nt	7	10	109	16	102	-6
c1ccc(-n2ccnc2)cc1	0	15	2	26	3	101	3	107	10
Cc1ccc(/C=C2\C(=O)NC(=S)N(c3cccc(F)c3)C2=O)o1	2	11	-5	19	1	103	-6	95	2
The list goes on.
SMILES	IDE inh	PfM18AAP inh	IDE cell activ	NALP1 inh	MEKK2mut PB1 HTS	MEKK3 PB1 HTS	SUMO HTRF inh	MEKK2 WT-MEK5	p-CIP stab down
CC(=O)NC(Cc1ccc(N(CCCl)CCCl)cc1)C(=O)NCC(=O)NCC(=O)O (stereo unspecified)	-2	12	-3	9	-1	104	-13	99	9
Cn1c(O)c(C=NCCc2c[nH]c3ccccc23)c(=O)n(C)c1=O	-3	0	16	13	0	105	-3	104	-11
O=[N+]([O-])c1cccc(CN2CC=C(c3ccc(F)cc3)CC2)c1	nt	5	1	16	3	104	-20	105	5
O=c1cccc2n1CC1CC2CN(C(c2ccccc2)c2sc3ncnn3c2O)C1 (stereo unspecified)	0	1	-4	24	11	107	-15	115	9
COc1ccc(C2=NCC(=S)Nc3ccc(Cl)cc32)cc1Cl	3	0	-2	-12	-7	96	8	90	-2
CCOc1cc2c(cc1OCC)-n1cccc1C(c1c(O)cccc1OC)NC2 (stereo unspecified)	3	-2	-2	10	3	100	-6	106	5
CCN(CC)P(=S)(c1c(C)nc2ccccn12)c1c(C)nc2ccccn12	10	32*	4	-16	-8	59	10	74	-6
CN1CCN(Cc2ccccc2Sc2ccccc2)CC1	2	3	2	36	1	95	4	100	-17
C=CCOc1ccc(CC2C(=O)N(C)C(=O)N(C)C2=O)cc1	-3	-10	-1	36	-9	94	-5	87	-4
C#CC[N+]1(C)[C@@H]2CC[C@H]1CC(OC(=O)C(CO)c1ccccc1)C2 (stereo partly specified)	2	-4	3	4	-3	95	-6	97	-3
CC(=O)Nc1ccccc1C(=O)OCC(=O)Nc1ncccn1	-5	-3	0	13	-4	100	-6	98	-6
CCCCn1c(O)c(C(C)=NCCN2CCOCC2)c(=O)[nH]c1=O	0	1	-1	11	2	101	19	101	-5
CN(C)S(=O)(=O)c1cc(NC(=O)COC(=O)Cc2ccccc2)ccc1Cl	3	5	4	12	2	102	3	100	4

High-throughput results (PubChem)
